BCLXL inh: Bcl-xL (human) inhibition | Q07817 | GST-Bcl-xL / FITC-Bim BH3 peptide fluorescence polarization | inhibition, % at 10.9 µM | hit rate 0.7% among 320,000 | AID 2129;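 active = inhibition above the mean of all tested compounds plus 3 SD, cutoff set per campaign, cut at about 30% in these data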;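 note: 0% = DMSO wells and 100% = unlabeled Bim-BH3 peptide competitor; inhibitors lower millipolarization by displacing the labeled peptide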
Target sequence (Q07817 whole entry, looked up): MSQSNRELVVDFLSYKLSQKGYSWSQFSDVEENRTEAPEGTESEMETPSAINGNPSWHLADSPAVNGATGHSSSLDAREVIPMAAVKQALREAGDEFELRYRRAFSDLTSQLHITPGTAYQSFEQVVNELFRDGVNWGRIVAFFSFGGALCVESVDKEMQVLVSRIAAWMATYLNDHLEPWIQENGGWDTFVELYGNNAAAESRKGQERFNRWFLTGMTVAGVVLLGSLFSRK
Fam108B inh: blocks mouse Fam108B hydrolase in RBBP9 counter-screen; inhibition, % at 9.51 µM; hit rate 0.33% among 300,000; recombinant Fam108B, FP-Rh probe fluorescence polarization;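 active = inhibition above the screen mean inhibition plus 3 SD, computed separately per campaign, cut at about 18% in these data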;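 note: inhibitors lower polarization as less probe binds the enzyme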
AGP1 TOR yeast: yeast TOR pathway AGP1-GFP modulation; S. cerevisiae AGP1-GFP multiplex flow cytometry, 3 h; GFP as percent of DMSO wells; GFP response vs DMSO, % at 10 µM; hit rate 0.02% among 320,000; AID 2066;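 active = GFP response relative to DMSO above a set limit, near screen average plus 3 SD, cut at about 150% in these data; inconclusive = fewer than 70 cells counted for the yeast strain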;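 note: median GFP channel fluorescence of the gated AGP1 strain per well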
MEX-5 binding: C. elegans MEX-5 TCR-2 RNA binding activity. Q9XUB2. MEX-5/FITC-TCR2 RNA binding, fluorescence polarization; hits give low values. hit rate 0.38% among 300,000. activity score (negative = inhibition of binding), % at 10 µM;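 active = inhibition past about -25% in most replicates, and total fluorescence under double the plate's negative control median, limit read from the data; inconclusive = replicates evenly split on the limit, or fluorescence at least double controls; inactive = too little inhibition in most replicates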;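 note: 0% = DMSO and -100% = 5 µM competing unlabeled TCR2 RNA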
GLD-1 TGE inh: GLD-1-TGE RNA interaction inhibition (C. elegans); purified GLD-1 + fluorescein TGE RNA, fluorescence polarization; inhibition, % at 5.96 µM; hit rate 0.44% among 320,000; AID 2280;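 active = percent inhibition above a per-plate cutoff, the plate mean of test compounds plus 3 SD, cut at about 30% in these data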;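 note: 0% = DMSO wells with GLD-1 and probe and 100% = wells lacking GLD-1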
Target sequence (Q17339 whole entry, looked up): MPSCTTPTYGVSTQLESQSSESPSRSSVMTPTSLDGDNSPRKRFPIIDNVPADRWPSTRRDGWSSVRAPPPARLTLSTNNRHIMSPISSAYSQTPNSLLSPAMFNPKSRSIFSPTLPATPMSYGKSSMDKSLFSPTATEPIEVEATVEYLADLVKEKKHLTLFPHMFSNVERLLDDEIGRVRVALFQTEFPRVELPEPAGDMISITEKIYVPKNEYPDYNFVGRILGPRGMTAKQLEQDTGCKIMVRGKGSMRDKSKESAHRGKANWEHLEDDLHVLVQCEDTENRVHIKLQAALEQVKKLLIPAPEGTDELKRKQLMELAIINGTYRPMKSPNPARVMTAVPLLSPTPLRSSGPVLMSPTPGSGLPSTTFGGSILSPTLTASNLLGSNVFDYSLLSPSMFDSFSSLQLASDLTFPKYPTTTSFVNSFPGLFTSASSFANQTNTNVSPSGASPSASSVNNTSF
MCL1-BIM inh: inhibitors of human MCL1 binding to BIM-BH3 peptide; Q07820; GST-MCL1 / FITC-Bim-BH3 fluorescence polarization; inhibition, % at 10.9 µM; hit rate 0.68% among 320,000; AID 2057;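 active = inhibition above the mean inhibition of all tested compounds plus 3 SD, set per campaign, cut at about 40% in these data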;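 note: 0% = DMSO wells and 100% = unlabeled Bim-BH3 peptide control; higher means more loss of mP so more displacement of Bim peptide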
Target sequence (Q07820 whole entry, looked up): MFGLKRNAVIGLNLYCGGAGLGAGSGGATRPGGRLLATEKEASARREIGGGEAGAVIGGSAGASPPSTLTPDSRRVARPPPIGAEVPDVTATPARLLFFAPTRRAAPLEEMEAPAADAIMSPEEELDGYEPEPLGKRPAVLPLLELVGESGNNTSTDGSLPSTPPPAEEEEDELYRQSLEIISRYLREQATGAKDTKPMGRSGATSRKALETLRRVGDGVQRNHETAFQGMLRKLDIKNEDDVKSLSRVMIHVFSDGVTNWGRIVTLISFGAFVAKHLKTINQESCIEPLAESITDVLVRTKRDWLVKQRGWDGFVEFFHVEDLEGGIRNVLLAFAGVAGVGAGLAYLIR
GRK2 aptamer HTS: blocks RNA aptamer binding to human GRK2. P25098. bead flow cytometry, FAM-aptamer displacement from GRK2. inhibition of aptamer binding, % at 10 µM. hit rate 0.59% among 330,000. AID 488847;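 active = inhibition of aptamer binding above 40%, roughly 3 SD of noise, on plates passing a quality check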;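 note: median bead fluorescence of bound FAM aptamer so fluorescent compounds give negative values; no value below 0 was filed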
CIT2-GFP yeast: modulators of TOR pathway CIT2-GFP in S. cerevisiae. S. cerevisiae CIT2-GFP strain, flow cytometry, 3 h; 100 means same as DMSO wells. GFP response vs DMSO, % at 10 µM. hit rate 0.065% among 320,000;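 active = GFP response relative to DMSO above a set limit, near the screen mean plus 3 SD, cut at about 150% in these data; inconclusive = Fewer than 70 cells measured for a yeast strain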;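 note: ratio of well median GFP fluorescence to mean of DMSO wells on the plate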
VLA-4 inh: inhibition in a human VLA-4 binding assay; VLA-4 expressing cells, ligand binding flow cytometry; inhibition, % (about 7 µM as worked out from the volumes in the protocol); hit rate 0.2% among 330,000; P13612; in the data active = inhibition above about 50%
Numbers without * were called inactive; ? = inconclusive; . = not tested or not shown; [ ] = another dose, or the depositor's remark. No enrichment for hits. About 2.2% of those tested had a hit in this group.

canonical_smiles	BCLXL inh	Fam108B inh	AGP1 TOR yeast	MEX-5 binding	GLD-1 TGE inh	MCL1-BIM inh	GRK2 aptamer HTS	CIT2-GFP yeast	VLA-4 inh
COc1cc(C(=O)NCCSc2ccccc2)cc(OC)c1OC	8	0	90	-0.5	-1	14	0	101	7
CCOC(=O)c1cc(-c2ccccc2)n(Cc2cc(CC)no2)n1	-2	-3	98	1.2	0	-2	2	98	-1
Cc1ccc(S(=O)(=O)N2CCC(C(=O)NNC(=O)c3ccccc3O)CC2)cc1C	6	-1	107	4.8	4	7	1	95	4
O=C(CSc1ncc(-c2ccc(F)cc2)n1Cc1ccco1)Nc1ccc2c(c1)OCO2	0	3	94	-0.7	-3	1	1	82	-9
CCc1ccc(-c2cc(C(=O)N/N=C/c3ccccn3)[nH]n2)cc1	-5	-10	104	1.0	1	2	0	100	28
CC(C)CO/C(=N/S(=O)(=O)c1ccccc1)c1ccccc1	3	-2	68	-1.7	1	6	0	98	-4
CN(CC1CCCN(CCc2ccc(Cl)cc2)C1)C(=O)CC(F)(F)F (stereo unspecified)	2	-2	101	1.6	11	7	0	105	5
COc1ccc(Cl)cc1NC(=O)c1nnn(CC(=O)Nc2cc(C)cc(C)c2)c1N	0	-29	94	-0.9	8	1	0	103	33
CCOCCCNC(=O)C1CCCN(S(=O)(=O)c2cccc3nsnc23)C1 (stereo unspecified)	3	-3	100	1.6	-4	1	2	68	-7
CCOc1ccc2nc(N3CCCC(C(=O)NCCCN4C(C)CCCC4C)C3)sc2c1 (stereo unspecified)	2	-2	94	0.3	-2	5	0	94	19
O=C(NCc1cccnc1)Nc1ccc(Cl)cc1Cl	0	0	97	4.7	-1	2	0	98	2
CC(C)(C)[C@H]1C=C(C(=O)NCc2nc3ccccc3[nH]2)O[C@@H](OCCCCO)C1	8	1	.	0.7	-1	5	.	.	.
COc1cccc(C(=O)N2CCN(C(=O)C3COc4ccccc4O3)CC2)c1 (stereo unspecified)	1	5	109	-0.4	1	2	0	112	-5
ON1C2CCCCC2N(O)C1c1ccccc1C(F)(F)F (stereo unspecified)	-4	0	100	-0.1	2	-2	0	102	4
COc1ccc(OC)c(/C=N/NC(=O)C(=O)N2CCCCCC2)c1	6	-3	106	0.0	7	7	0	106	-4
Cc1cc(-c2nnc(SCCC(=O)Nc3ccccc3)o2)no1	.	.	93	1.0	.	.	4	108	12
O=C(CSc1cccc(C(F)(F)F)c1)Nc1nnc(C2CC2)s1	.	.	102	.	0	.	3	84	4
Cc1ccc(NC(=O)c2ccc(Cl)nc2)cc1	-2	4	92	-0.3	5	0	0	97	15
O=C(O)c1ccccc1NC(c1ccccc1)c1ccc(Cl)cc1 (stereo unspecified)	9	5	100	2.1	5	7	0	101	6
CCn1c(C)c(C(C)=O)c(N2CCC(C(N)=O)CC2)nc1=S	6	-3	105	-0.1	-1	12	2	104	4
Cc1occc1C(=O)N/N=C/C=C/c1ccccc1	3	-2	89	0.8	0	7	0	93	2
CC(C)(C)C(=O)N1CCN(c2ccc(Cl)cc2[N+](=O)[O-])CC1	4	-3	92	0.2	2	4	2	86	-18
COc1ccc(NC(=O)CSCC(=O)NCc2cccc(C(F)(F)F)c2)cc1	-1	.	94	.	-5	-6	1	96	-12
O=C(c1cnn2c(C(F)F)cc(-c3ccccc3)nc12)N1CCN(Cc2ccc3c(c2)OCO3)CC1	5	2	105	0.7	-9	0	4	107	0
CCN1CCN(C(c2cccnc2)c2cc(Cl)c3cccnc3c2O)CC1 (stereo unspecified)	12	3	103	-16	1	28	12	120	24
c1cncc(-c2cnc3ccccc3c2)c1	6	.	98	.	-3	5	5	93	-37
CCOc1cccc(CN2CCCC(C(=O)c3cccc(C(F)(F)F)c3)C2)c1O (stereo unspecified)	1	1	98	-0.3	-1	-2	4	99	5
Cc1ccc(CSc2nc3c(c(N(C)C)n2)CCCC3)cc1	10	-4	.	-0.2	-3	9	2	105	1
CCn1c(SCC(=O)Nc2ccccc2C(=O)OC)nnc1-c1ccc(N)cc1	-7	0	99	-0.5	0	-2	1	99	6
CN1C(=O)C2(OCC(CO)([N+](=O)[O-])CO2)c2ccccc21 (stereo unspecified)	3	1	104	-1.2	-1	10	5	103	-15
O=C(O)C1CCN(c2ccc(Cl)nn2)CC1	6	-1	96	1.5	7	-6	0	104	-15
Cc1ccc(-n2c(C)cc(/C=N\NC(=O)CC(=O)NC(C)C)c2C)cc1	-2	-3	116	-0.2	1	2	0	101	-23
Cc1cc(C(=O)Nc2ccccc2C(=O)O)ccc1NC(=O)COc1cccc(C)c1C	2	3	90	-0.8	8	4	5	100	3
COc1cc(C2C(C(=O)/C=C/c3ccccc3)=C(O)C(=O)N2c2ccccn2)ccc1O (stereo unspecified)	-1	8	89	2.1	-15	-2	3	103	-2
CC(=O)Oc1cccc(N2C(=O)C3CC=CCC3C2=O)c1 (stereo unspecified)	0	2	91	-6.5	7	0	0	90	-5
CCN(CC)CCN1c2ccccc2Sc2ccccc21	-2	-5	100	-0.2	1	-7	0	96	2
Cc1cccc(CCNC(=O)C2CCN(S(=O)(=O)N3CCOCC3)CC2)c1	0	-1	108	0.1	0	3	1	115	0
CCN(CC)c1ccc(NC(=O)CN2CCN(CC(=O)Nc3ccc(F)cc3)CC2)cc1	10	-6	111	.	-1	11	0	109	13
Cc1ccc(NC(=S)N2CCN(C(=O)c3ccccc3)CC2)c(C)c1	-1	-1	90	1.0	1	1	0	85	-1
Nc1cc(S(=O)(=O)N2CCCCC2)ccc1Oc1ccc(Cl)cc1	5	0	94	0.4	-1	3	0	100	14
N#Cc1ccc(N2CCN(C(=O)c3cccs3)CC2)c(F)c1	6	5	96	0.6	0	7	0	96	-4
CC(=O)c1c(C)[nH]c(C(=O)Nc2nc(-c3ccccc3)c(C)s2)c1C	3	-4	106	1.9	0	9	3	92	.
CCOC(=O)c1c(N)sc(C(=O)N2CCOCC2)c1C	-3	-2	104	3.9	6	4	0	95	5
Cc1nc2c(Cl)cccc2[nH]1	6	-1	113	-1.4	-9	1	1	?	7
COc1ccc(C(=O)NC2CC3CCCC(C2)N3CC(C)C)cc1OC (stereo unspecified)	-1	2	106	-1.4	8	4	0	110	1
O=C(Cn1cnc2c(cnn2-c2ccccc2)c1=O)Nc1ccc(S(=O)(=O)N2CCOCC2)cc1	2	1	103	-0.4	2	3	0	107	11
CC(Sc1nnc(NC2CCCCC2)s1)C(=O)Nc1ccc2c(c1)C(=O)c1ccccc1C2=O (stereo unspecified)	15	27*	102	-0.8	4	-2	0	102	3
Cc1csc(-c2cnn(-c3ccccc3)c2NC(=O)c2ccccc2)n1	6	-2	98	-0.2	1	9	0	99	3
COc1ccc(C(=O)N(C)C2CCCCC2)cc1OC1CCN(C(C)C)CC1	6	2	103	0.5	6	8	0	103	-5
CC(=O)c1ccc(NC(=O)c2noc3c2CCCCC3)cc1	4	-1	102	0.7	2	10	0	89	7

Continued:
canonical_smiles	BCLXL inh	Fam108B inh	AGP1 TOR yeast	MEX-5 binding	GLD-1 TGE inh	MCL1-BIM inh	GRK2 aptamer HTS	CIT2-GFP yeast	VLA-4 inh
C=CCn1c2ccccc2c2nnc(SCCN3CCOCC3)nc21	12	-4	101	-2.9	10	8	0	100	8
COc1ccc(C(=O)NC(=S)Nc2ccccc2N2CCCCC2)cc1[N+](=O)[O-]	8	-5	98	0.5	2	8	0	99	8
COC(=O)C(CCSC)NC(=O)/C=C/c1ccc(OC)cc1 (stereo unspecified)	-1	1	98	3.9	8	1	0	99	15
CC(C)c1ccc(OCC(=O)NC(Cc2c[nH]c3ccccc23)C(=O)O)cc1 (stereo unspecified)	1	0	101	-1.5	-6	7	1	97	0
O=C(NC(=S)Nc1ccc(Cl)cc1Cl)C1CC1	0	-2	89	2.6	5	4	1	87	6
Cn1nnnc1SCc1ccc(C(=O)Nc2ccc(Br)cc2)cc1	-9	2	103	0.7	2	-18	2	113	-4
O=[N+]([O-])c1cccc(S(=O)(=O)Nc2ccc(Cc3ccncc3)cc2)c1	-4	1	95	-1.1	1	-1	0	98	-6
CC1Cc2ccccc2N1C(=O)c1ccc2nccnc2c1 (stereo unspecified)	.	.	88	1.6	.	.	0	84	12
O=C(CSCc1ccccc1)N=Nc1c(O)[nH]c2ccccc12	9	1	98	-1.2	4	16	1	98	6
O=C(NCc1ccccc1)c1ccc2c(=O)n(CC3CCCO3)c(=S)[nH]c2c1 (stereo unspecified)	3	0	102	0.8	9	0	0	97	-1
Cc1ccc(S(=O)(=O)NN)c(C)c1N1CCCC1=O	6	-5	?	-1.8	0	-1	3	?	0
CCOC(=O)C(NC(=O)CC)(Nc1ccc(S(=O)(=O)Nc2ncccn2)cc1)C(F)(F)F (stereo unspecified)	0	-2	102	0.0	3	4	0	95	2
CC(C)(C)C(=O)Nc1ccccc1C(=O)N1CCCC1	4	-5	103	-1.4	4	4	1	100	2
COc1ccc(CCNC(=O)C(=O)NCCCN2CCOCC2)cc1	-1	3	96	-1.4	6	-1	0	91	4
Cc1cn[nH]c1	5	0	89	.	7	-6	0	89	-15
Cc1ccc(S(=O)(=O)Oc2ccc(/C=N/N=C3/NC(=O)C(CC(=O)O)S3)cc2)cc1[N+](=O)[O-] (stereo unspecified)	6	-3	92	-9.7	10	7	0	96	-8
COc1cccc(CC(=O)OCC(=O)NC(C)c2ccc(F)cc2)c1 (stereo unspecified)	1	.	101	.	-2	-1	1	90	1
Nc1nc(SCC(=O)N2N=C(c3ccc(Cl)cc3)CC2c2ccco2)n[nH]1 (stereo unspecified)	0	2	104	-2.7	2	1	0	92	12
Cc1cccc(C)c1NC(=O)/C(C#N)=C/c1cccs1	-1	-2	101	-1.4	-3	-11	0	96	-22
Cn1cc(CN(Cc2ccccn2)C[C@@H]2CCC(=O)N2)c(-c2ccccc2F)n1	7	1	99	0.0	1	7	1	98	6
C=CCc1c(C)c(C#N)c2nc3ccccc3n2c1NCCN(C)C	7	0	106	0.9	-4	6	0	108	-3
CCN(c1ccccc1)S(=O)(=O)c1ccc(Cl)c(NC(=O)CNC(C)c2ccccc2)c1 (stereo unspecified)	.	.	103	.	5	.	0	91	11
CCOC(=O)C1CN(C(C)(C)C)C(=O)C1=O (stereo unspecified)	2	-1	103	2.5	5	-2	0	98	15
CCCn1c(SCC(=O)NC2CCCCC2)nnc1-c1ccco1	7	3	108	1.8	2	6	0	107	-3
O=c1c2cc(N3CCOCC3)ccc2[nH]c(=S)n1CCCN1CCN(c2ccccc2F)CC1	3	0	101	.	4	0	4	98	5
Nc1c(C(=O)NCc2ccccc2)nnn1Cc1ccccc1	1	-1	99	1.4	8	-2	0	98	0
O=C(COc1ccc(C(=O)c2ccccc2)cc1)NCC1CCCCC1	3	-3	94	1.1	-4	8	0	93	19
CNS(=O)(=O)c1ccc(NC(=O)c2ccccn2)cc1	-3	1	93	-1.0	-1	-4	0	96	13
NS(=O)(=O)c1cccc(NC(=O)CSc2ccccn2)c1	4	1	18[may fluoresce violet]	0.0	3	6	1	?	-5
